Myeloid diff 2: compounds promoting myeloid differentiation; AID 624256; 1% of 360,000 active; ER-HoxA9 myeloid progenitors, lysozyme-GFP differentiation, flow cytometry; calls only at 10 µM;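 active = normalized GFP-positive differentiation at or above the plate's own cutoff, the solvent-only control mean plus 3 SD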;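 note: cells exposed to compound for four days before flow analysis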
T cell modulator: modulates CD8 T cell binding to vesicles. 2C CD8+ T cell-vesicle binding, flow cytometry; hits give low values. calls only at 7 µM. 0.068% of 330,000 active;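 active = response, share of CD8 T cells binding vesicles, and their 90th percentile fluorescence all below set limits, cut at about 80% in these data, passing the limit was not always enough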
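Benchmarks: naked versus QL9-loaded vesicles / Assay system: purified 2C TCR transgenic mouse naive CD8+ T cells / Technique: high-throughput flow cytometry with anti-B7-1 and anti-CD8 staining / Timing: Cell–vesicle co-incubation 1.5 h at 37 °C, staining 20 min on ice / Read-out: percent CD8+ FL2 mean versus row control / Probe or stimulus: QL9-loaded Drosophila micro-vesicles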
T cell modulator vesicle-bound %: also measured in T cell modulator; calls as there; double positive events, %; measured here: CD8+ vesicle-bound cell fraction;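 binding gate set so that unloaded-vesicle control wells show 10% double positive cells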
Myeloid diff 2 GFP+ MAC1+ %: recorded beside Myeloid diff 2, whose call it bears; GFP+ MAC1+ double positive, %; measured here: differentiation confirmed by MAC1 staining
Starred values were filed as active, the others as inactive; i = inactive; + = active, no number. Not all compounds are listed; rates above refer to the full screens.

SMILES,Myeloid diff 2,Myeloid diff 2 GFP+ MAC1+ %,T cell modulator,T cell modulator vesicle-bound %
Cc1ccc(C)c(S(=O)(=O)Nc2cc3c4c(c2)CCC(=O)N4CCC3)c1,i,0.5,i,30.7
COc1ccc(S(=O)(=O)NCCC(=O)OCC(=O)c2ccc[nH]2)cc1[N+](=O)[O-],i,0.3,i,35.0
COc1ccc(C(=O)COC(=O)c2cccc(-n3cnnn3)c2)c(OC)c1,i,1.1,i,37.3
COc1ccc(S(=O)(=O)N2CCc3ccccc32)cc1C(=O)N1CCN(C=O)CC1,i,0.4,i,9.8
O=C(c1ccc(Cl)c(S(=O)(=O)N2CCOCC2)c1)N1CCN(c2ccccn2)CC1,i,0.2,i,38.5
COc1ccccc1COC(=O)c1ccc(S(=O)(=O)N2CCOCC2)cc1,i,0.2,i,27.4
O=C(NC(=S)N1CCCCCC1)c1cccc([N+](=O)[O-])c1,i,0.1,i,6.3
CN(CC(=O)Nc1ccc(Cl)cc1)C(=O)COc1ncnc2ccccc12,i,0.8,i,50.0
CN(C)CCCN(C(=O)c1ccc(S(=O)(=O)N2CCCCCC2)cc1)c1nc2cc3c(cc2s1)OCCO3,i,0.5,i,46.2
COc1ccc(/C=C/C(=O)NCc2ccc3c(c2)OCO3)cc1OC,i,0.4,i,30.7
Nc1ccc(S(=O)(=O)NCC(=O)OCCOc2ccccc2)cc1[N+](=O)[O-],i,0.4,i,23.3
CC1CCCC(NC(=O)COC(=O)c2ccc3c(c2)OCCO3)C1C (configuration not stated),i,0.2,i,45.8
COc1ccc(NC(=O)c2nc3nccc(C)n3n2)cc1S(=O)(=O)N1CCOCC1,i,0.5,i,27.9
O=C(Nc1ncccc1O)C1CCN(S(=O)(=O)c2ccc3ccccc3c2)CC1,i,0.3,i,46.3
CCN(CC(=O)Nc1ccc(NC(C)=O)cc1)C(=O)/C=C/c1cn(-c2ccccc2)nc1-c1cccs1,i,1.1,i,51.9
Cc1ccc(C(=O)CN2C(=O)NC3(CCc4ccccc43)C2=O)c(C)c1 (configuration not stated),i,1.1,i,19.9
O=C(CC1SC(N2CCCCC2)=NC1=O)Nc1ccc(C(=O)NCCc2ccc(F)cc2)cc1 (configuration not stated),+,0.8*,i,38.2
Cc1cccc(C(=O)OC(C)C(=O)N2CCc3ccccc3C2)c1C (configuration not stated),i,0.6,i,38.6
O=C(NCc1ccccc1F)c1ccc(S(=O)(=O)N2CCCCCC2)cc1,i,0.6,i,49.6
CC1(C2CC2)NC(=O)N(CC(=O)N2CCN(c3ccccc3)CC2)C1=O (configuration not stated),i,0.3,i,5.2
Cc1ccc2nc(-c3ccccc3)cc(C(=O)NCC(c3ccco3)N(C)C)c2c1 (configuration not stated),i,0.1,i,29.6
Fc1ccc2cc(-c3ccccc3F)ncc2c1,i,1.8,i,19.9
CCCn1c(N)c(N(CCOC)C(=O)Cc2ccc(S(=O)(=O)N3CCOCC3)s2)c(=O)[nH]c1=O,i,1.5,i,53.7
CCN(C(=O)c1ccc(Br)o1)C1CCS(=O)(=O)C1 (configuration not stated),i,0.9,i,53.2
CCN(CC)C(=O)[C@H]1CC(CC(=O)NCc2ccc(OC)c(OC)c2)C(=O)N2CCc3c([nH]c4ccccc34)[C@]12C (some centres not stated),i,0.6,i,10.0
CCOC(=O)C1CCN(C(=O)COC(=O)c2ccccc2C(=O)c2ccc(Cl)cc2)CC1,i,0.9,i,31.4
CCCCC[C@@H]1C=C(C(=O)O)[C@H](c2ccc(CC)cc2)N1S(=O)(=O)c1ccc(C)cc1,i,0.9,i,9.1
CCOc1ccc(OCCC(=O)N(CCC(C)C)c2c(N)n(Cc3ccccc3)c(=O)[nH]c2=O)cc1,i,1.3,i,22.7
O=C(OCCc1cc2ccccc2c(=O)o1)c1ccc(F)cc1,i,0.8,i,28.8
CCN(C(=O)COC(=O)CSc1ccccc1)c1c(N)n(Cc2ccccc2)c(=O)[nH]c1=O,i,0.3,i,29.6
OC(c1ccccc1)(c1ccccc1)C1CCN(C(=S)Nc2ccc(F)cc2)CC1,i,2.1,i,26.9
O=C1[C@H]2[C@@H](c3ccc(Cl)cc3)N3C(=O)N(c4cccc(F)c4)C(=O)[C@@]3(Cc3ccccc3)[C@H]2C(=O)N1C1CCCCC1,i,2.0,i,15.2
COc1ccc(Cl)cc1NC(=S)NC(=O)c1ccco1,i,0.2,i,46.9
CCOc1ccccc1C(=O)NCC(=O)NCC(c1ccco1)N1CCCCC1 (configuration not stated),i,1.1,i,27.4
O=C(O)c1cn(Cc2ccccc2)c2ccc(Cl)cc2c1=O,i,2.0,i,47.8
Cc1ccc(SCC(=O)OC(C)C(=O)Nc2ccc(S(N)(=O)=O)cc2)cc1C (configuration not stated),i,1.3,i,15.6
COc1ccc(N2CCN(C(=O)COC(=O)c3cccc(S(=O)(=O)Nc4cccc(C)c4)c3)CC2)cc1,i,0.1,i,43.6
CN(C)C1=NCCN1CC1CCCCCC1,i,0.8,i,33.5
Cc1ccc(CNC(=O)Cn2cnc3c(NC(=O)OCc4ccccc4)ncnc32)o1,i,1.0,i,32.7
Cc1nc(-c2ccccc2)nc2n[nH]c(N)c12,i,0.4,i,47.5
CCOC(=O)c1c(NC(=O)CSc2nc3ccc(OC)cc3[nH]2)sc2c1CC(C)(C)NC2(C)C,i,0.9,i,52.1
Cc1ccc(OCC(=O)N2CCC3(CC2)CC(=O)c2ccccc2O3)cc1,i,0.6,i,48.0
COc1cccc(CC(=O)OC(C)C(=O)Nc2ccc(Cl)cn2)c1 (configuration not stated),i,0.7,i,15.0
COc1ccc(-c2sc3cc4c(cc3c2C#CC2(O)CCCCC2)OCO4)cc1,i,3.4,i,38.3
Fc1ccccc1-c1cc2cc3c(cc2cn1)OCO3,i,1.2,i,46.1
Nn1c(SCC(=O)NNC(=O)c2ccccc2)nnc1-c1ccccc1F,i,0.5,i,31.1
Cc1nc(SCc2nc3ccc(C(=O)c4ccccc4)cc3[nH]2)c2oc3ccccc3c2n1,i,1.7,i,17.2
Nc1ncnc2c1ncn2[C@@H]1O[C@H](CNCc2ccccc2OCC(=O)N2CCCCC2)[C@@H](O)[C@H]1O,i,0.5,i,14.3
Cc1ccc(SCC(=O)OC(C)C(=O)NC2CCCCC2C)c(C)c1 (configuration not stated),i,0.5,i,25.3
Cc1ccc(S(=O)(=O)NCC(c2ccc3c(c2)OCO3)N2CCOCC2)cc1 (configuration not stated),i,1.2,i,29.8
Cc1noc(C)c1S(=O)(=O)NCc1ccc(CN(C)C)cc1,i,1.2,i,27.6
O=C(COC(=O)CNC(=O)C1CCCCC1)Nc1ccccc1,i,0.4,i,30.3
CCCCn1c(N)c(N(CC(C)C)C(=O)CSCC(=O)Nc2ccc(C)cc2)c(=O)[nH]c1=O,i,0.8,i,50.2
NS(=O)(=O)c1cccc(NC(=O)COC(=O)CCC2CCCC2)c1,i,0.8,i,25.3
COc1ccccc1C(=O)NCCC(=O)NCC1CCCO1 (configuration not stated),i,0.2,i,17.4
O=C1C=C(c2ccc(F)c(Cl)c2)C[C@@H](c2ccc(F)cc2)C1,i,0.6,i,37.4
COc1ccccc1C(=O)NCCC(=O)Nc1ccc(S(=O)(=O)N2CCCC(C)C2)cc1 (configuration not stated),i,0.9,i,45.0
O=[N+]([O-])c1ccccc1S(=O)(=O)NCCSCc1ccco1,i,0.3,i,13.8
CCCn1c(N)c(C(=O)CSc2nnc(-c3ccoc3C)n2C)c(=O)n(C)c1=O,i,1.0,i,47.2
O=C(/C=C/CCc1ccc2c(c1)OCO2)N1CCCCC1,i,3.5,i,9.0

Complete entries from above:
O=C(/C=C/CCc1ccc2c(c1)OCO2)N1CCCCC1 is listed as Myeloid diff 2: i; Myeloid diff 2 GFP+ MAC1+ %: 3.5; T cell modulator: i; T cell modulator vesicle-bound %: 9.0
O=C1[C@H]2[C@@H](c3ccc(Cl)cc3)N3C(=O)N(c4cccc(F)c4)C(=O)[C@@]3(Cc3ccccc3)[C@H]2C(=O)N1C1CCCCC1 is listed as Myeloid diff 2: i; Myeloid diff 2 GFP+ MAC1+ %: 2.0; T cell modulator: i; T cell modulator vesicle-bound %: 15.2

Remaining list, next part.
Screens in order – Myeloid diff 2, Myeloid diff 2 GFP+ MAC1+ %, T cell modulator, T cell modulator vesicle-bound %
> Cc1ccc(S(=O)(=O)Nc2cccc3c2O[C@H](CN(C)Cc2ccc(-c4ccccc4)cc2)[C@@H](C)CN([C@H](C)CO)C3=O)cc1
    i, 1.1, i, 8.9
> COc1cc(/C=C/C(=O)OCC(=O)N2c3ccccc3NC(=O)C2(C)C)cc(OC)c1OC
    i, 0.9, i, 32.9
> Cc1ccsc1CN(C)CC(=O)NCC(=O)Nc1ccc(F)c(F)c1F
    +, 10.3*, i, 53.6
> Cc1ccc(NC(=O)CN2C(=O)NC3(CCCCCC3)C2=O)cc1Cl
    i, 0.2, i, 37.9
> Cc1ccc2c(c1)CCCN2CC(=O)Nc1cccc(S(=O)(=O)N2CCCC2)c1
    i, 1.9, i, 35.2
> CCc1noc(C)c1C(=O)Nc1ccc(F)c(F)c1
    i, 0.3, i, 57.3
> COc1ccc(C(=O)OCC(=O)c2c[nH]c3ccccc23)cc1OC
    i, 1.0, i, 28.6
> CN(Cc1nc(-c2ccccc2)no1)C(=O)c1ccc2c(c1)OCO2
    i, 1.2, i, 59.2
> CC[C@H]1CCCCc2ccccc2[C@@H](C(=O)C[C@@H](O)CC(C)=O)OC1=O
    i, 0.9, i, 14.7
> CCOC(=O)c1cccc(NC(=O)c2ccc(-n3cnnn3)cc2)c1
    i, 1.9, i, 53.1
> CC(CCc1ccccc1)NC(=O)CCNS(=O)(=O)c1ccccc1 (configuration not stated)
    i, 1.0, i, 40.2
> COc1ccc(C(CNC(=O)COc2cccc(C)c2)N2CCCC2)cc1 (configuration not stated)
    i, 0.2, i, 24.6
> Cc1ccc(NC(=O)COc2ccc3c(c2)OCO3)c(Cl)c1
    i, 0.5, i, 26.2
> Cc1c(Cl)cccc1NC(=O)C1CC2CCC1C2 (configuration not stated)
    i, 0.7, i, 23.4
> CC(C)(C)c1ccc(OCCC(=O)Nc2cccc(S(=O)(=O)N3CCCC3)c2)cc1
    i, 0.7, i, 40.5
> COc1ccc([C@H]2CC(=O)C=C(c3ccc(SC)cc3)C2)cc1OC
    i, 3.0, i, 15.0
> Cc1ccc(NC(=O)CSC(C)C(=O)OC(C)C(=O)NC2CCCCC2C)cc1 (configuration not stated)
    i, 0.4, i, 56.4
> CNC[C@H]1Oc2ccc(NC(=O)Nc3ccc4c(c3)OCO4)cc2C(=O)N([C@H](C)CO)C[C@@H]1C
    i, 1.3, i, 14.5
> Cc1ccc(S(=O)(=O)N2CCC(C(=O)OCC(=O)N(C)C3CCS(=O)(=O)C3)CC2)cc1C (configuration not stated)
    i, 1.0, i, 53.2
> CN(C)CCN(C(=O)C1CCN(S(=O)(=O)c2cccs2)CC1)c1nc2c(F)cccc2s1
    i, 1.1, i, 49.8
> Cc1ccc(N2C(=O)N3[C@H](c4cccc(C)c4)[C@@H]4C(=O)N(Cc5ccccc5)C(=O)[C@@H]4[C@]3(C)C2=O)cc1
    i, 1.4, i, 33.3
> Cc1cccc(NC(=O)CNC(=O)CCc2nc3sc4c(c3c(=O)[nH]2)CCCC4)c1C
    +, 2.3*, i, 31.1
> CC1CCC(NC(=O)CSc2nncs2)CC1 (configuration not stated)
    i, 1.1, i, 53.9
> O=S(=O)(Nc1cc(S(=O)(=O)N2CCOCC2)ccc1NCC1CCCO1)c1ccccc1 (configuration not stated)
    i, 1.2, i, 40.5
> CCN(Cc1nc2cc(Cl)ccc2c(=O)[nH]1)C(=O)c1nn(C)c(=O)c2ccccc12
    i, 1.6, i, 33.0
> COc1ccc(S(=O)(=O)N2CCOCC2)cc1C(=O)N(C)CCOc1ccc(Cl)cc1
    i, 0.4, i, 29.4
> COc1ccccc1C(=O)NCC(=O)OCC(=O)c1cccc2ccccc12
    i, 0.8, i, 31.2
> CC(Sc1ccc(S(=O)(=O)N2CCOCC2)cn1)c1ccccc1Cl (configuration not stated)
    i, 0.4, i, 47.9

3 structures already listed, arranged by length of the SMILES, rising.
Screens in order – Myeloid diff 2, Myeloid diff 2 GFP+ MAC1+ %, T cell modulator, T cell modulator vesicle-bound %
> CC1CCC(NC(=O)CSc2nncs2)CC1 (configuration not stated)
    i, 1.1, i, 53.9
> COc1ccccc1C(=O)NCC(=O)OCC(=O)c1cccc2ccccc12
    i, 0.8, i, 31.2
> COc1ccc(S(=O)(=O)N2CCOCC2)cc1C(=O)N(C)CCOc1ccc(Cl)cc1
    i, 0.4, i, 29.4
